Source: PubChem BioAssay (National Center for Advancing Translational Sciences (NCATS))
Pf growth 48h – Primary qHTS for delayed death inhibitors of the malarial parasite plastid, 48 hour incubation; P. falciparum luciferase growth in erythrocytes, 48 h; Potency, µM (doses to about 28.7 µM), inactives show at the highest dose activity change, negative = inhibition, hits mostly inhibitors; 310,000 compounds, 5.9% hits; AID 504832, 2011; also: potency is read from the fitted curve at half-maximal effect; % is scaled to controls: 0 for no effect and ±100 for the full control effect
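Parasite viability was followed by luminescence of a genomically integrated firefly luciferase. Cultures held 0.1% parasitemia at 2% hematocrit (final), incubated under 5% CO2 at 37 C.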
FBPA Giardia inh – qHTS Assay for Inhibitors of Fructose-1,6-bisphosphate Aldolase from Giardia Lamblia; A8B2U2; purified Giardia FBPA; Potency, µM (series often up to 59.6 µM), for the others: top-dose activity, negative = inhibition, hits mostly inhibitors; 290,000 compounds, 0.71% hits; also: potency is read from the fitted curve at half-maximal effect; % is scaled to controls: 0 for no effect and ±100 for the full control effect; nearly all actives have a fitted effect of over 55% in size
Target sequence (A8B2U2 whole entry, looked up): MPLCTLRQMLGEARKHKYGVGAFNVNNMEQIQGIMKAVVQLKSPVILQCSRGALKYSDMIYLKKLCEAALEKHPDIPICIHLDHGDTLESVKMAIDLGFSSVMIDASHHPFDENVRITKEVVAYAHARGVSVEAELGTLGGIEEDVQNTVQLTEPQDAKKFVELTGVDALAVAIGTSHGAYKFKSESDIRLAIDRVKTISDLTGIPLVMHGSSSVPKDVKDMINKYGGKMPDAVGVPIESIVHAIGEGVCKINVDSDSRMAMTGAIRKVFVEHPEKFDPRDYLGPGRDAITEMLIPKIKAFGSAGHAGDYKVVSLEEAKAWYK
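40 nM FBPA preincubated 10 min at RT with compound (up to 57.5 uM final), then substrate plus GAPDH/TPI/NAD/arsenate coupling and diaphorase/resazurin added. Fluorescence read after 20 min at RT, 525/598 nm.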
Cycloheximide cs – Cycloheximide Counterscreen for Small Molecule Inhibitors of Shiga Toxin; cell reporter, cycloheximide protein synthesis inhibition counterscreen; max response, %; 300,000 compounds, 12% hits; AID 2314, 2010; in the data active = max response mostly above about 13%, no sharp cut-off; inactive = mostly below about 14%; also: read at 38.3 µM for the half of the compounds with a filed dose; 0% is about no effect
Shiga toxin inh – A qHTS for Small Molecule Inhibitors of Shiga Toxin; Vero cells, Shiga toxin protein synthesis inhibition reporter; inhibition, % at 38.7 µM; 290,000 compounds, 9.2% hits; AID 2315, 2010; in the data active = inhibition mostly above about 28%, no sharp cut-off; inactive = mostly below about 43%; also: 0% is about no effect
Pf growth 96h – Primary qHTS for delayed death inhibitors of the malarial parasite plastid, 96 hour incubation; P. falciparum luciferase reporter growth, 96 h; Potency, µM (top dose mostly 28.7 µM), inactives show top-dose activity change, negative = inhibition, actives largely listed as inhibitors; 320,000 compounds, 6.9% hits; AID 504834, 2011; also: potency is read from the fitted curve at half-maximal effect; % is scaled to controls: 0 for no effect and ±100 for the full control effect
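Cell-based qHTS: luciferase-tagged P. falciparum in erythrocytes (2% hematocrit, 0.05% parasitemia final) incubated with compounds for 96 hours, 37 C, 5% CO2; luciferase detection reagent then added and luminescence measured.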
HCV inh – qHTS Assay for Inhibitors of Hepatitis C Virus (HCV); 340,000 compounds, 3.4% hits; Potency, µM (doses to about 41.8 µM), inactives show top-dose activity change, negative = inhibition, most hits filed as inhibitors; AID 651820, 2012; Huh7.5.1 HCVcc-Cre infection, luciferase reporter, 44 h; also: potency is read from the fitted curve at half-maximal effect; % is scaled to controls: 0 for no effect and ±100 for the full control effect
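Cells seeded at 1,000/well and cultured 4 h, then compounds added followed by HCVcc-Cre virus (~0.5 moi). After 44 h further culture, luciferase substrate was added, plates held 15 min at room temperature, and luminescence read for 15 sec.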
* hit, by the source's call; i = inactive; ? = inconclusive; nt = no result given; & = joins results of further samples; [ ] = another dose, or the depositor's remark. Unless noted, calls follow the shape of the dose curve; as a rule, active = well fitted curve in the direction sought with a large enough effect; inconclusive = small, poorly fitted or top-dose-only effect, or another doubt; inactive = no such curve, though single readings can be large; an effect the other way counts as inactive or inconclusive.

SMILES	Pf growth 48h	FBPA Giardia inh	Cycloheximide cs	Shiga toxin inh	Pf growth 96h	HCV inh
N#Cc1c(Cl)c(Cl)c2nnc(-c3ccc(Br)cc3)n2c1Cl	?	-17%	-3	-18	115%[activator]	nt
CC(C)CC(=O)NC(=S)N(Cc1ccccc1)Cc1ccccc1	-4%	10%	-4	11	?	1%
CSCCC(=O)N1CCCC(N(C)CCc2ccccc2)C1 (configuration not stated)	?	11%	-3	-9	?	23%
COc1ccc(/C=C(\NC(=O)c2ccc(Cl)cc2)C(=O)NCCCN2CCOCC2)cc1OC	29%	nt	-2	-13	?	-11%
O=C(O)c1ccccc1C(=O)NNc1ccc(F)cc1F	21%	5%	-6	-17	9%	17%
Cc1ccccc1C(=O)OC1OC(=O)C(Cl)=C1N1CCOCC1 (configuration not stated)	-7%	0%	3	8	?	-4%
Cn1c(=O)c2cc(S(=O)(=O)NC(C(=O)NCc3ccccn3)c3ccccc3)ccc2n(C)c1=O (configuration not stated)	nt	-4%	-7	-12	4%	18%
COc1ccc(CN2C(=O)CN(C3CCCCCC3)C(=O)C2c2ccc(OC)c(OC)c2)cc1 (configuration not stated)	?	nt	-3	-8	?	4%
Cc1ccc2c(c1)CCCN2C(=O)c1cc2ccccc2oc1=O	nt	-2%	5	-4	?	-5%
COc1ccccc1NC(=O)Cn1cnc2sc(C(=O)Nc3cc(OC)c(OC)c(OC)c3)c(C)c2c1=O	?	nt	-1	-3	-25%	0%
Cc1ccc(C)c(OCC(=O)Nc2ccc(S(=O)(=O)Nc3ccccn3)cc2)c1	?	-1%	0	-12	4%	1%
Cc1cccc(C(=O)NCCc2ccccc2)c1	nt	-5%	61*	88*	?	12%
O=C(c1ccc(Cl)c(Cl)c1)N(Cc1ccco1)c1ccc(O)cc1	-4%	1%	-2	-14	?	?
CCCNS(=O)(=O)c1ccc(OC)c(Cl)c1Cl	5%	14%	-3	2	nt	4%
Cc1nn(C)cc1CNC(=O)c1ccccc1Br	17%	2%	-3	-2	nt	6%
Cc1c(S(=O)(=O)Nc2cccc3ccccc23)c(=O)n(C)c(=O)n1C	1%	nt	nt	nt	-4%	-4%[8.37 µM]
COc1cccc(NC(=O)CN(C)C(=O)c2ccc3c(c2)CC(c2ccccc2)OC3=O)c1 (configuration not stated)	?	nt	nt	nt	?	-14%
COCCn1c(C)cc(C2=NNC(=Nc3ccccc3F)SC2)c1C	nt	-11%	95*	104*	3.7µM*	-19%
CC(Oc1ncnc2ccccc12)C(=O)Nc1cccc(S(=O)(=O)N2CCOCC2)c1 (configuration not stated)	-18%	6%	-5	14	?	18%
CCN(C(=O)COC(=O)c1cc(-c2ccccc2)nc2c1c(C)nn2-c1ccccc1)C1CCS(=O)(=O)C1 (configuration not stated)	17%	3%	-1	-5	53%[activator]	?
Cc1ccc2c(Cl)cc(Cl)c(OCC(=O)O)c2n1	16%	22%	-3	-11	0%	6%
Cc1cc(C(=O)Nc2ccc(OCc3ccccc3)cc2)c(C)o1	-23%	-2%	24*	81*	28%	-27%
CCCN(CC(=O)Nc1ccccc1C)C(=O)CCN1C(=O)c2cccc([N+](=O)[O-])c2C1=O	5%	nt	nt	nt	?	-5%
CC(=O)N1CCN(c2nc(CC(C)C)c3c(c2C#N)CCC3)CC1	?	-1%	-3	-24	?	?
CCC1CSC(Nc2ccc(C(=O)/C=C/c3cccc(C)c3)cc2)=N1 (configuration not stated)	25%	0%	13*	-2	?	?
Cc1ccc(S(=O)(=O)Oc2ccccc2/C=C2\SC(=O)NC2=O)cc1	-19%	0%	25	13	-3%	10%
O=C1c2ccccc2CN1CCSC(=S)N1CCSCC1	427%[activator]	8%	48*	157*	290%[activator]	nt
COc1cccc(CNC(=O)CCNC(=O)c2ccc(Br)o2)c1	11%	-7%	8	-1	-27%	8%
CCCSc1nnc(NC(=O)Cc2ccc(OC)c(OC)c2)s1	12%	12%	9	38	?	-15%
O=C(O)c1ccc(CS(=O)c2cccc(C(F)(F)F)c2)o1 (configuration not stated)	1%	-7%	-3	-11	?	15%
COc1ccc(NC(=S)Nc2cccc3cnccc23)cc1	11%	?	-3	32	-7%	-7%
CC(=O)Nc1ccc(N(C(=O)Cc2c[nH]c3ccccc23)C(C(=O)NC2CCCCC2)c2ccco2)cc1 (configuration not stated)	?	8%	1	-22	2%	?
CCc1cc(=O)n2[nH]c(C)c(-c3ccccc3OC)c2n1	3%	-13%	-2	-2	145%[activator]	-13%
COc1ccccc1N1CCN(C(=O)Nc2ccc(F)c(Cl)c2)CC1	-18%	-5%	1	3	?	-21%
S=C(Nc1ccccc1Cl)NC1CCC(NC(=S)Nc2ccccc2Cl)CC1 (configuration not stated)	-9%	-3%	-1	6	?	?
CC(C)(C)C(=O)Nc1cc2c3c(c1)CCC(=O)N3CCC2	17%	3%	-4	11	9%	7%
Nn1c(Cc2cccc3ccccc23)n[nH]c1=S	0%	?	7	16	5%	26%
Cc1ccsc1CN(C)C(=O)c1cc(S(=O)(=O)N2CCOCC2)ccc1N1CCCC1	-13%	nt	nt	nt	-22%	3%
COc1ccc(NC(=O)COC(=O)c2ccc(NS(=O)(=O)/C=C/c3ccccc3)cc2)cc1	4%	4%	1	0	72%[activator]	-2%
CCOc1cc(N2CCOCC2)c(OCC)cc1NC(=O)CN1CCCC1	11%	?	-7	-13	-13%	7%
CCN(C(=O)COC(=O)c1cc(C)n(C2CC2)c1C)c1ccccc1	?	nt	nt	nt	-39%	-18%
O=C(COc1c(Br)cc(Br)c2cccnc12)N1CCc2ccccc2C1	14%	-22%	-3	1	nt	-28%
Cc1ccc(OCC(=O)N2CCCCC2)c(Br)c1	34%[activator]	7%	38*	63*	20%	-2%
O=C(Cc1c[nH]c2ccccc12)Nc1nccs1	4%	1%	13	21	-1%	4%
COc1cccc(-c2n[nH]c3c2CCC3)c1	?	1%	22*	52	95%[activator]	-7%
COc1ccc(OC)c(-n2nnnc2SCC(=O)NCCc2ccccc2)c1	51%[activator]	-1%	0	-11	9.3µM*	?
COc1ccc(C(CNC(=O)c2cccc(S(=O)(=O)Nc3ccc(F)cc3)c2)N(C)C)cc1 (configuration not stated)	12µM*	nt	nt	nt	9.3µM*	?
Cc1cc(OCC(=O)OC(C)C(=O)Nc2ccc(N3CCOCC3)cc2)ccc1Cl (configuration not stated)	31%[activator]	nt	nt	nt	91%[activator]	15%
N#CCN1CCN(CC(=O)c2ccc(Br)cc2)CC1	-19%	-3%	4	26	?	3%
Cc1cc(C)n2nc(C(=O)N(C)C(c3ccccc3)c3ccccc3)nc2n1	-3%	8%	-4	-4	17%	5%
Cc1cccc(OCc2nc(C#N)c(NCc3ccc4c(c3)OCO4)o2)c1	nt	-6%	42*	56	-6%	?
COC(=O)c1cc(NS(=O)(=O)c2ccc(OC)c(OC)c2)ccc1Cl	-7%	5%	-2	-9	-18%	-6%
Cc1ccnc(NS(=O)(=O)c2ccc(NC(=O)c3ccc([N+](=O)[O-])s3)cc2)n1	4.1µM*	7%	-2	7	12µM*	4%
CCOC(=O)c1nnc2ccnn2c1N	6%	-7%	-2	4	102%[activator]	8%
NC(=O)C1CCN(C(=O)CSc2nc3ccccc3[nH]2)CC1	nt	1%	10	-6	12%	14%
Cc1cc(C)c(S(=O)(=O)NCc2ccc3c(c2)OCO3)c(C)c1	19%	7%	-1	-8	-10%	?
CCN1C(=O)c2ccccc2Sc2ccc(C(=O)NCCCN3CCCCC3)cc21	-17%	nt	-7	-9	10µM*	?
COc1ccc(OC)c(CNC(=O)C2CCC(=O)N(CCCN3CCCC3=O)C2)c1 (configuration not stated)	-2%	nt	0	-5	9%	2%
CC12CN3CC(C)(CN(C1)C3c1cccs1)C2O (configuration not stated)	15%	8%	5	-12	?	21%
O=C(CCNC(=O)c1ccc(Br)cc1)Nc1cccc(S(=O)(=O)N2CCCC2)c1	-1%	nt	nt	nt	?	5%

Part of the list above, with values under each structure:
Sequence of screens – Pf growth 48h | FBPA Giardia inh | Cycloheximide cs | Shiga toxin inh | Pf growth 96h | HCV inh
CCCNS(=O)(=O)c1ccc(OC)c(Cl)c1Cl
→ 5% | 14% | -3 | 2 | nt | 4%
Cc1nn(C)cc1CNC(=O)c1ccccc1Br
→ 17% | 2% | -3 | -2 | nt | 6%
Cc1c(S(=O)(=O)Nc2cccc3ccccc23)c(=O)n(C)c(=O)n1C
→ 1% | nt | nt | nt | -4% | -4%[8.37 µM]
COc1cccc(NC(=O)CN(C)C(=O)c2ccc3c(c2)CC(c2ccccc2)OC3=O)c1 (configuration not stated)
→ ? | nt | nt | nt | ? | -14%

More results.
SMILES	Pf growth 48h	FBPA Giardia inh	Cycloheximide cs	Shiga toxin inh	Pf growth 96h	HCV inh
Cc1ccc(CSc2nnc(SCC(=O)N/N=C/c3ccc(C(=O)O)cc3)s2)cc1	155%[activator]	15%	13*	37	142%[activator]	11%
COc1ccccc1N(C)S(=O)(=O)c1ccc(C(=O)NC2CCCCCC2)cc1	0%	-7%	8	-3	0%	11µM*
COc1cc(Br)cc(CN2CCN(C)CC2)c1O	1%	-17%	8	-18	284%[activator]	1%
Cc1cc(C)cc(N(CCC(=O)Nc2nnc(C3CC3)s2)S(=O)(=O)c2ccc(Cl)cc2)c1	-1%	-3%	-3	14	2%	?
COc1ccc(/C=N/NC(=O)Cc2csc(Nc3cccc(C(F)(F)F)c3)n2)c(OC)c1	-10%	0%	-6	-17	?	-7%
Cn1cnc2c1c(=O)n(Cc1cccc(F)c1)c(=O)n2C	16%	5%	2	-8	0%	4%
CC(C)c1ccc(NC(=O)NCc2ccccn2)cc1	-3%	0%	33*	68*	16%	-9%
Cc1cccc(NC(=O)C2(c3cccs3)CCOCC2)c1	-6%	-2%	-2	6	-16%	2%
COc1cccc(/C=N/Nc2nc3ccccc3[nH]2)c1O	?	-17%	52*	94*	2.3µM*	?
NC(=O)Nc1ccc(Nc2ccccc2)cc1	0%	-2%	7	26	-12%	?
CC1CCN(C(=S)c2ccccc2O)CC1	-13%	-13%	4	12	12%	17%
Cc1ccc2sc(NNC(=O)c3cc(=O)c4ccccc4o3)nc2c1C	-34%	22µM*	16*	44*	?	6%
O=C1CCC/C(=N/NC(=O)c2ccc(CN3c4cccc5cccc(c45)S3(=O)=O)cc2)C1	-13%	-11%	1	-1	?	?
C#CCOCCOCCOCCNc1nc(N2CCN(C(=O)CCCCCCCCCCNC(=O)[C@H]([C@@H](C)CC)n3cc(CCCCN=C(N)N)nn3)CC2)nc(N2CCN(C(=O)CCCCCCCCCCNC(=O)[C@H](CCCCN)n3cc(C[C@@H](C)CC)nn3)CC2)n1	9.3µM*	nt	nt	nt	5.2µM*	?
Oc1ccccc1C1=Nc2nc3ccccc3n2C(c2ccccc2)C1 (configuration not stated)	?	-9%	49*	84*	i	-15%&-19%
COC(=O)c1ccc(NC(=O)c2ccc(F)cc2)o1	74%[activator]	1%	5	35	9%	5%
Cc1ccc2nc(-c3ccc(NC(=O)CN(C)S(=O)(=O)c4ccccc4)cc3)sc2c1	?	2%	42*	85*	?	nt

Three compounds out of the list, ordered by formula weight, low to high:
SMILES	Pf growth 48h	FBPA Giardia inh	Cycloheximide cs	Shiga toxin inh	Pf growth 96h	HCV inh
CCOC(=O)c1nnc2ccnn2c1N	6%	-7%	-2	4	102%[activator]	8%
Cc1cc(C)n2nc(C(=O)N(C)C(c3ccccc3)c3ccccc3)nc2n1	-3%	8%	-4	-4	17%	5%
COc1cccc(CNC(=O)CCNC(=O)c2ccc(Br)o2)c1	11%	-7%	8	-1	-27%	8%
